Screening results (PubChem)
Platelet DG rel – modulates dense granule release in human platelets | 0.22% of 300,000 active | human platelet-rich plasma, SFLLRN dense granule ATP release, luminescence | AID 1663 | inhibition, %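 (compounds screened at 7.5 µM in platelet-rich plasma)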;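 active means mean replicate score, as percent of positive control, at or above 50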
aSyn UTR inh – MLPCN primary screen, SNCA 5' untranslated region | alpha-synuclein 5'UTR reporter, inhibitor activity | inhibition, % (tested at 7.5 µM) | 0.82% of 300,000 active; in the data active means inhibition above about 60%;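 further: H4 neuroglioblastoma cells stably carrying SNCA 5'UTR luciferase fusion; 0% = DMSO wells and 100% = positive control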
HSF1 activator – increases HSF-1 driven luciferase reporter signal. NIH3T3-HGL HSF-1 luciferase reporter, MG132, 8 h; 100% = twice DMSO control signal. activation, % at 9 µM. 1.7% of 300,000 active. AID 504408;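 active means mean replicate activation of at least 50% with a set share of replicates each reaching 50%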;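 further: 0% = median of the neutral control wells and 100% = twice that signal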
KLF5 inh – suppresses KLF5 promoter-driven expression; 0.23% of 290,000 active; AID 1700; DLD-1 KLF5 promoter-luciferase reporter, luminescence; inhibition, % at 5 µM;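 active means inhibition above a per-plate limit of that plate's mean compound inhibition plus 3 SD, cut at about 60% in these data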;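 further: 0% = DMSO wells and 100% = LY294002 at 200 µM; higher means less KLF5 promoter-driven luciferase light; inactives centre near -14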
HSF1 inhib – HSF1 inhibition; activity change, negative = inhibition, % at 7.5 µM (by protocol); NIH3T3-HGL HSE-luciferase, MG132-induced, luminescence 8 h; active compounds read low; AID 2098; 0.77% of 300,000 active;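 active means more than half of replicate wells show activity change below -50%, luminescence cut by over half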;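 further: luciferase reports HSF-1 transcriptional activity via heat shock element; 0% = median of DMSO wells and -100% = zero luminescence signal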
IEC-6 cytotox – IEC-6 cytotoxicity, counter-screen for KLF5 inhibitors | AID 1825 | 0.78% of 290,000 active | luminescence viability | inhibition, % at 5 µM; in the data active means inhibition above about 22%;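 further: 0% = plate median of test compound wells and 100% = cytotoxic reference compound wells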
HSP90 inh – blocks HSP90-mediated luciferase refolding in reticulocyte lysate | Rabbit reticulocyte lysate, luciferase refolding luminescence, 3 h | inhibition, % at 5.6 µM | 0.91% of 290,000 active | AID 1789;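 active means inhibition above the screen-wide mean plus 3 SD, computed separately per campaign, cut at about 16% in these data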;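 further: 0% = DMSO wells and 100% = 60 µM geldanamycin wells; inhibitors lower the luminescence because luciferase stays unfolded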
HIF act – HIF pathway transcriptional activation; U2OS HRE-luciferase reporter, luminescence; normalized: DMSO 0%, desferrioxamine 100%; activation, % at 7.5 µM (by protocol); 0.32% of 300,000 active; AID 1910;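 active means mean activation of at least 10% of the iron chelator positive control signal, with at least half of replicates also reaching 10%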
AI-2 QS mod – modulates the Vibrio harveyi AI-2 quorum sensing system. 0.4% of 300,000 active. Vibrio harveyi JMH597 AI-2 luminescence/OD600 ratio, 9 h; active compounds read low; strain lacks LuxN and CqsS sensors; 0 = neutral-control median. activity change, % at 7.5 µM; in the data active means activity change below about -75%, passing the limit was not always enough;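 further: luminescence divided by OD600 gain over 9 h not by final OD600 alone; inactives centre near 13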
SKKanGAS inh – SKKanGAS growth inhibition | S. pyogenes SKKanGAS, kanamycin growth, BacTiter-Glo, 6 h | AID 1662 | 1.3% of 300,000 active | inhibition, % at 7.5 µM;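 active means mean replicate score, as percent of positive control median, at least 50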;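 further: strain carries kanamycin resistance gene driven by streptokinase promoter and grows in 40 µg/ml kanamycin; loss of luminescence reflects streptokinase promoter inhibition or plain growth inhibition; 0% = median of DMSO wells and 100% = positive control at its reference dose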
* hit, by the source's call.

`CCOc1ccc2[nH]c(=O)c(CN(Cc3ccco3)Cc3nnnn3Cc3ccccc3)cc2c1` gave Platelet DG rel 4, aSyn UTR inh -10, HSF1 activator -12, KLF5 inh -4, HSF1 inhib -1, IEC-6 cytotox -4, HSP90 inh 1, HIF act -0.3, AI-2 QS mod 26 and SKKanGAS inh 11.
For S=C(NC1CC1)NC1CCCc2ccccc21 (centres undefined) the results were Platelet DG rel -2, aSyn UTR inh 21, HSF1 activator -1, KLF5 inh 6, HSF1 inhib -3, IEC-6 cytotox 7, HSP90 inh 3, HIF act -0.7, AI-2 QS mod -1 and SKKanGAS inh 8.
`CCOC(=O)C(NC(=O)NCc1ccccc1)(OCC)C(F)(F)F` (centres undefined) gave Platelet DG rel 6, aSyn UTR inh 19, HSF1 activator 4, KLF5 inh 1, HSF1 inhib -2, IEC-6 cytotox 1, HSP90 inh 0, HIF act 0.0, AI-2 QS mod 4 and SKKanGAS inh 4.
CC1(C)C(=O)OC(c2ccccc2)C2(CCCC2)C1=O (centres undefined) was read as Platelet DG rel 11, aSyn UTR inh -5, HSF1 activator -7, KLF5 inh -26, HSF1 inhib -2, IEC-6 cytotox 0, HSP90 inh 3, HIF act -0.5, AI-2 QS mod 17 and SKKanGAS inh 4.
For COc1ccccc1N1CCN(Cc2nnnn2CCc2ccccc2)CC1 the results were Platelet DG rel -2, aSyn UTR inh -2, HSF1 activator 16, KLF5 inh -11, HSF1 inhib 7, IEC-6 cytotox -6, HSP90 inh -4, HIF act 0.0, AI-2 QS mod 2 and SKKanGAS inh -2.
Screening COc1ccccc1C(C)NC(=O)c1cc(=O)[nH]c2ccccc12 (centres undefined) returned Platelet DG rel -4, aSyn UTR inh 0, HSF1 activator -5, KLF5 inh 5, HSF1 inhib 1, IEC-6 cytotox -10, HSP90 inh -3, HIF act 0.4, AI-2 QS mod 23 and SKKanGAS inh -3.
For CCCOc1ccc(C2c3c(oc4ccccc4c3=O)C(=O)N2CCCN2CCOCC2)cc1 (centres undefined) the results were Platelet DG rel -2, aSyn UTR inh -22, HSF1 activator 20, KLF5 inh -9, HSF1 inhib 8, IEC-6 cytotox 2, HSP90 inh 2, HIF act -0.3, AI-2 QS mod 2 and SKKanGAS inh 11.
For Cc1nc(-c2ccc(F)cc2)c(CC(=O)N2CCN(S(=O)(=O)c3ccc(F)cc3)CC2)s1 the results were Platelet DG rel 10, aSyn UTR inh 26, HSF1 activator 9, KLF5 inh -12, HSF1 inhib 9, IEC-6 cytotox -3, HSP90 inh 1, HIF act -0.1, AI-2 QS mod 21 and SKKanGAS inh 21.
`O=C(/C=C/c1c(Cl)nc2ccccn12)N1CCCCC1` gave Platelet DG rel -1, aSyn UTR inh -42, HSF1 activator 27, KLF5 inh -40, HSF1 inhib 1, IEC-6 cytotox 6, HSP90 inh 1, HIF act -0.1, AI-2 QS mod 7 and SKKanGAS inh -8.
`c1ccc(C[C@H]2CNCCN2CC2CCCCC2)cc1` gave Platelet DG rel -3, aSyn UTR inh 0, HSF1 activator 0, HSF1 inhib -6, HIF act 0.5, AI-2 QS mod 20 and SKKanGAS inh 1.
CCOc1ccc(S(=O)(=O)N(CC(=O)N/N=C/c2cccs2)c2ccc(C)cc2)cc1 was read as Platelet DG rel -1, aSyn UTR inh -1, HSF1 activator 35, KLF5 inh -18, HSF1 inhib 10, IEC-6 cytotox -7, HSP90 inh 2, HIF act -0.6, AI-2 QS mod 8 and SKKanGAS inh 0.
Screening c1cc(C(c2nnnn2C2CCCCC2)N2CCN3CCCC3C2)ccn1 (centres undefined) returned Platelet DG rel 2, aSyn UTR inh -26, HSF1 activator 11, KLF5 inh -25, HSF1 inhib -4, IEC-6 cytotox 1, HSP90 inh 9, HIF act -0.2, AI-2 QS mod 13 and SKKanGAS inh -7.
Screening CC(O)[C@H]1CNC(=O)C(=O)N1CC1(c2ccccc2)CC1 (some centres undefined) returned Platelet DG rel -4, aSyn UTR inh -31, HSF1 activator 10, HSF1 inhib 3, HIF act 0.1, AI-2 QS mod 27 and SKKanGAS inh 1.
`Cc1cccc(-n2ncc3c2CCCC3NC(=O)C2(C(N)=O)CC2)c1C` (centres undefined) gave Platelet DG rel 17, aSyn UTR inh 8, HSF1 activator -6, KLF5 inh 37, HSF1 inhib 0, IEC-6 cytotox 11, HSP90 inh 3, HIF act 0.4, AI-2 QS mod 13 and SKKanGAS inh -1.
For COc1ccccc1NC(=O)CSc1n[nH]c(-c2ccccn2)n1 the results were Platelet DG rel 4, aSyn UTR inh 0, HSF1 activator 3, KLF5 inh -6, HSF1 inhib -4, IEC-6 cytotox 1, HSP90 inh -2, HIF act -0.6, AI-2 QS mod 42 and SKKanGAS inh -2.

5 neighbouring entries already listed, for reference:
`CCOc1ccc2[nH]c(=O)c(CN(Cc3ccco3)Cc3nnnn3Cc3ccccc3)cc2c1` gave Platelet DG rel 4, aSyn UTR inh -10, HSF1 activator -12, KLF5 inh -4, HSF1 inhib -1, IEC-6 cytotox -4, HSP90 inh 1, HIF act -0.3, AI-2 QS mod 26 and SKKanGAS inh 11.
For S=C(NC1CC1)NC1CCCc2ccccc21 (centres undefined) the results were Platelet DG rel -2, aSyn UTR inh 21, HSF1 activator -1, KLF5 inh 6, HSF1 inhib -3, IEC-6 cytotox 7, HSP90 inh 3, HIF act -0.7, AI-2 QS mod -1 and SKKanGAS inh 8.
`CCOC(=O)C(NC(=O)NCc1ccccc1)(OCC)C(F)(F)F` (centres undefined) gave Platelet DG rel 6, aSyn UTR inh 19, HSF1 activator 4, KLF5 inh 1, HSF1 inhib -2, IEC-6 cytotox 1, HSP90 inh 0, HIF act 0.0, AI-2 QS mod 4 and SKKanGAS inh 4.
CC1(C)C(=O)OC(c2ccccc2)C2(CCCC2)C1=O (centres undefined) was read as Platelet DG rel 11, aSyn UTR inh -5, HSF1 activator -7, KLF5 inh -26, HSF1 inhib -2, IEC-6 cytotox 0, HSP90 inh 3, HIF act -0.5, AI-2 QS mod 17 and SKKanGAS inh 4.
For COc1ccccc1N1CCN(Cc2nnnn2CCc2ccccc2)CC1 the results were Platelet DG rel -2, aSyn UTR inh -2, HSF1 activator 16, KLF5 inh -11, HSF1 inhib 7, IEC-6 cytotox -6, HSP90 inh -4, HIF act 0.0, AI-2 QS mod 2 and SKKanGAS inh -2.

The list goes on.
For O=C(c1n[nH]c(=O)c2ccccc12)N1CCOCC1 the results were Platelet DG rel 7, aSyn UTR inh 26, HSF1 activator -16, KLF5 inh -1, HSF1 inhib -12, IEC-6 cytotox 0, HSP90 inh 0, HIF act 0.1, AI-2 QS mod 10 and SKKanGAS inh -4.
For CC1CCN(C(=O)c2ccc3c(c2)OCO3)CC1 the results were Platelet DG rel 1, aSyn UTR inh -2, HSF1 activator -22, KLF5 inh -3, HSF1 inhib 3, IEC-6 cytotox -2, HSP90 inh 7, HIF act -0.2, AI-2 QS mod 21 and SKKanGAS inh -2.
`CC(=O)c1cccc(S(=O)(=O)Nc2ccc3nc(C)sc3c2)c1` gave Platelet DG rel 5, aSyn UTR inh -2, HSF1 activator -3, KLF5 inh -1, HSF1 inhib 3, IEC-6 cytotox 2, HSP90 inh 1, HIF act -0.2, AI-2 QS mod 17 and SKKanGAS inh -3.
`COc1ccc(OC)c(S(N)(=O)=O)c1` gave Platelet DG rel -4, aSyn UTR inh 10, HSF1 activator -6, KLF5 inh -23, HSF1 inhib 0, IEC-6 cytotox -3, HSP90 inh 4, HIF act 0.3, AI-2 QS mod 34 and SKKanGAS inh -8.
`CC1(C)Cc2c(sc(NC(=O)c3ccc(Br)o3)c2C#N)CO1` gave Platelet DG rel 6, aSyn UTR inh -91, HSF1 activator 12, KLF5 inh -137, HSF1 inhib 2, IEC-6 cytotox 2, HSP90 inh 1, HIF act 3.2, AI-2 QS mod 0 and SKKanGAS inh 6.
Cc1ccc(N2C(=O)/C(=C\c3ccco3)SC2=S)cc1 was read as Platelet DG rel 0, aSyn UTR inh -39, HSF1 activator 33, KLF5 inh -20, HSF1 inhib 10, IEC-6 cytotox -4, HSP90 inh 1, HIF act 2.5, AI-2 QS mod -3 and SKKanGAS inh -3.
`COC(=O)c1sccc1NC(=O)CN1CCN(c2ccc(F)cc2)CC1` gave Platelet DG rel -3, aSyn UTR inh 14, HSF1 activator -4, KLF5 inh -14, HSF1 inhib -4, IEC-6 cytotox -5, HSP90 inh -2, HIF act -0.1, AI-2 QS mod -11 and SKKanGAS inh -11.
`COc1ccc(CNC(=O)CN(c2cc(C)cc(C)c2)S(=O)(=O)c2c(C)noc2C)cc1` gave Platelet DG rel 5, aSyn UTR inh 0, HSF1 activator 8, KLF5 inh -25, HSF1 inhib 0, IEC-6 cytotox 1, HSP90 inh -1, AI-2 QS mod 18 and SKKanGAS inh 1.
Cc1c(C)c2ccc(OCC(=O)NC3CCN(Cc4ccccc4)CC3)c(C)c2oc1=O was read as Platelet DG rel -2, aSyn UTR inh 11, HSF1 activator 7, KLF5 inh -26, HSF1 inhib -1, IEC-6 cytotox -3, HSP90 inh 2, HIF act -0.2, AI-2 QS mod 7 and SKKanGAS inh 3.
N#Cc1c(-c2ccc(F)cc2)nc2n(c1=O)CCS2 was read as Platelet DG rel -2, aSyn UTR inh 5, HSF1 activator 16, KLF5 inh 9, HSF1 inhib -6, IEC-6 cytotox 0, HSP90 inh 1, HIF act -0.9, AI-2 QS mod 6 and SKKanGAS inh 4.
`O=[N+]([O-])c1ccc(O)c(C=Nc2ccc3nc(-c4ccccc4)[nH]c3c2)c1` gave Platelet DG rel 21, aSyn UTR inh -166, HSF1 activator 7, KLF5 inh -71, HSF1 inhib 1, IEC-6 cytotox 7, HSP90 inh 0, HIF act 2.4, AI-2 QS mod 26 and SKKanGAS inh 10.
COc1cccc(C(=O)Nc2cc(C)on2)c1OC was read as Platelet DG rel -3, aSyn UTR inh -51, HSF1 activator 18, KLF5 inh -31, HSF1 inhib -1, IEC-6 cytotox -9, HSP90 inh -3, HIF act 1.3, AI-2 QS mod 4 and SKKanGAS inh -13.
For COc1cccc(N2CCN(CC(=O)c3c(C)[nH]c4ccccc34)CC2)c1 the results were Platelet DG rel 1, aSyn UTR inh 6, HSF1 activator -6, KLF5 inh -8, HSF1 inhib -7, IEC-6 cytotox 2, HSP90 inh 1, HIF act 0.3, AI-2 QS mod 16 and SKKanGAS inh -3.
`CC(=O)NC(=S)Nc1ccccc1C(=O)NC1CCCCC1` gave Platelet DG rel 4, aSyn UTR inh 0, HSF1 activator -5, KLF5 inh -6, HSF1 inhib -4, IEC-6 cytotox 1, HSP90 inh -4, HIF act -0.4, AI-2 QS mod 24 and SKKanGAS inh -7.
`CCc1cccc2sc(NC(=O)c3ccc(N4C(=O)CCC4=O)cc3)nc12` gave Platelet DG rel -7, aSyn UTR inh 5, HSF1 activator -20, KLF5 inh 18, HSF1 inhib -8, IEC-6 cytotox 4, HSP90 inh -1, HIF act -0.2, AI-2 QS mod 5 and SKKanGAS inh 4.
O=C(O)c1ccc(-n2cccc2/C=N\NC(=O)c2cc3cc(Br)ccc3o2)cc1 was read as Platelet DG rel 6, aSyn UTR inh -10, HSF1 activator -2, KLF5 inh -23, HSF1 inhib 0, IEC-6 cytotox -13, HSP90 inh 5, HIF act -0.5, AI-2 QS mod 38 and SKKanGAS inh 24.
